Assay outcomes (PubChem BioAssay)
Pf apPOL block: Pf-apPOL DNA polymerase inhibition | 210,000 tested, 0.25% active | AID 1794808 | inhibition, % at 10 µM | Recombinant Pf-apPOL, molecular beacon fluorescence, 1.5 h
mHTT-CaM PPI inh: mHTT-calmodulin interaction abrogation | P42858 | AlphaScreen His-mHTT/GST-CaM binding, luminescence | inhibition, % at 15 µM | 190,000 tested, 3.6% active;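 further: 0% = both proteins with DMSO and 100% = one protein alone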
Target sequence (P42858 whole entry, looked up, stated change not applied): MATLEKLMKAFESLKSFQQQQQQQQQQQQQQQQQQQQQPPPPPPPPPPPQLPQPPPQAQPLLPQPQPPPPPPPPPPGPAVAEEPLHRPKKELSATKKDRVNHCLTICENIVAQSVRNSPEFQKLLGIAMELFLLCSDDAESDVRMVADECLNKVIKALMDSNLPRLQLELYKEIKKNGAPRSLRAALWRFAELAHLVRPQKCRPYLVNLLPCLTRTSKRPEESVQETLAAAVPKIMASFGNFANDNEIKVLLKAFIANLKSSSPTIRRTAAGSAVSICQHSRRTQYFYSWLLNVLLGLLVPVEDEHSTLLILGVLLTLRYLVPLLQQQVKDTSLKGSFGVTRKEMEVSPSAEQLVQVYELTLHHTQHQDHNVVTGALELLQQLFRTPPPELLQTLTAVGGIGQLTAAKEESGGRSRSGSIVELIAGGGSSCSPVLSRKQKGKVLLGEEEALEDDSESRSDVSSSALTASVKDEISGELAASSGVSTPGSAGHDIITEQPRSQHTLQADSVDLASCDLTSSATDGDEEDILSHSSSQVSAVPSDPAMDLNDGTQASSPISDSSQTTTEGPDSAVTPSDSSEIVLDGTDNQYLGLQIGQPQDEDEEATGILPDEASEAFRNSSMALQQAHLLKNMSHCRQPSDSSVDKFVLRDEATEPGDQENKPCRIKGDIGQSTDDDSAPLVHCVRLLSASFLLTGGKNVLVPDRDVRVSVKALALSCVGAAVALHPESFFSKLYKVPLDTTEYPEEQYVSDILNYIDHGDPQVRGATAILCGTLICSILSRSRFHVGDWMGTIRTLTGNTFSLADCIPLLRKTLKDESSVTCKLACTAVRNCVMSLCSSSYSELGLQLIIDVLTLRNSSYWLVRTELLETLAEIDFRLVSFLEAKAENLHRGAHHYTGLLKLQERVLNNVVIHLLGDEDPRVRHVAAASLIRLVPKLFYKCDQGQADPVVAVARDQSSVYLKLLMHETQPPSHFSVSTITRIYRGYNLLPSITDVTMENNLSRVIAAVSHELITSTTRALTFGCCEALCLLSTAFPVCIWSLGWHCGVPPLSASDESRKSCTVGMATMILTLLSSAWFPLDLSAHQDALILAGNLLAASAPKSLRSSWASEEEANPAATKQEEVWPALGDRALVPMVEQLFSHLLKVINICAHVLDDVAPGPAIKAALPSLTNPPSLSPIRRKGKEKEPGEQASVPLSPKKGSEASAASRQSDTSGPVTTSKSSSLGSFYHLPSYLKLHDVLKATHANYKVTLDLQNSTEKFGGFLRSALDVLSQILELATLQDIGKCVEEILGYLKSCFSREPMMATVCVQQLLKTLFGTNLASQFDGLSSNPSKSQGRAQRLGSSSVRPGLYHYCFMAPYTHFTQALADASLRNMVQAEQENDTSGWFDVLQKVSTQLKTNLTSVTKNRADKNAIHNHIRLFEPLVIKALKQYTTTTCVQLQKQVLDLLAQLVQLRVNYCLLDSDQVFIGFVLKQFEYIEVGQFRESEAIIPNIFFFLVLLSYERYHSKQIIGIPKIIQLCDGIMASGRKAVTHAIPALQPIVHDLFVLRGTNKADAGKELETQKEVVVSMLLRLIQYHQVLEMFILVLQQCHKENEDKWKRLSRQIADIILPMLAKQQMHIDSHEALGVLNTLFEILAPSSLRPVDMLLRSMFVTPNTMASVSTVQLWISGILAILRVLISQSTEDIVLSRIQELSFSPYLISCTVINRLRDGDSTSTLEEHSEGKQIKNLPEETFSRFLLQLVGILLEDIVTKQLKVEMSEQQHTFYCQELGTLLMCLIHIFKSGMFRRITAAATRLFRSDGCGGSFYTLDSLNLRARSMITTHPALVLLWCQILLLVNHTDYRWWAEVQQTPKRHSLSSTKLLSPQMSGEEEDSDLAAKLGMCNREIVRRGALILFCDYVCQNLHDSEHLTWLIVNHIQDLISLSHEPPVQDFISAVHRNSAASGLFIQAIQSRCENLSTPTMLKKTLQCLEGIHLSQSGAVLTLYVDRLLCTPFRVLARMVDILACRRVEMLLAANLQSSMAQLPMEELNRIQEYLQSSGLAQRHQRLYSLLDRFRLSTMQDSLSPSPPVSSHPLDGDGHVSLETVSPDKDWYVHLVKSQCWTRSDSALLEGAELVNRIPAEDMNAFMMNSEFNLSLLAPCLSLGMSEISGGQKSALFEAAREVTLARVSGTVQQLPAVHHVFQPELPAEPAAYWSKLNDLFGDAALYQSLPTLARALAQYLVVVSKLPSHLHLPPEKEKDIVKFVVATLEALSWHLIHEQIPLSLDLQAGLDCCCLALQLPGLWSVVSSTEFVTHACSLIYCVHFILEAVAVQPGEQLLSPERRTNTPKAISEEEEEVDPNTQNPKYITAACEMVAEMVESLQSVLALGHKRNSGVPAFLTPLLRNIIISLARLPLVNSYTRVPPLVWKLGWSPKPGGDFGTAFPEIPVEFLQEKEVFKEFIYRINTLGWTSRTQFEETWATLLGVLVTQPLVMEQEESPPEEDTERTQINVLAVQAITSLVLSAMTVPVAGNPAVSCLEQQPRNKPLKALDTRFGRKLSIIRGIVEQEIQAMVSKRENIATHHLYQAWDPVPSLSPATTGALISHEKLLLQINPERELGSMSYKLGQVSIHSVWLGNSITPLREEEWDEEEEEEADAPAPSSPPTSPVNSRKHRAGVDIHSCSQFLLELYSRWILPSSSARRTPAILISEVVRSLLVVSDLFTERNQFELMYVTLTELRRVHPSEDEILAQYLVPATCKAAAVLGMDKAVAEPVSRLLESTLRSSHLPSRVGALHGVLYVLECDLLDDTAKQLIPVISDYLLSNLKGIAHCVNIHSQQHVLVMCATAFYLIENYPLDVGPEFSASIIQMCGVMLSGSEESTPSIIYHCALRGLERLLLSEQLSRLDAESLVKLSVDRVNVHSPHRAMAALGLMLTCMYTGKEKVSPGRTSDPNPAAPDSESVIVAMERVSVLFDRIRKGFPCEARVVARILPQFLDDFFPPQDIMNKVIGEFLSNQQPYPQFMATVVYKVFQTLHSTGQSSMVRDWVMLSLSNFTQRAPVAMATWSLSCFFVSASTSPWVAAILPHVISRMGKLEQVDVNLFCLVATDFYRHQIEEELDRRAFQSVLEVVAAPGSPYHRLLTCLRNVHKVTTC
Starred values were filed as active, the others as inactive; . = no result given; & = joins results of further samples. No stated cut-off is given here; in the data, active means inhibition above about 50%; inactive means the rest.

Molecule	Pf apPOL block	mHTT-CaM PPI inh
COc1ccc(NC(=O)C2CCN(c3cc(C)cc(C)c3)C2=O)cc1OC (stereo not given)	-7	1
COc1ccc(NS(=O)(=O)c2cc(Br)cc3c2N(C(C)=O)CC3)cc1	-4	17
COc1ccc(Cl)cc1C1=N/C(=C/c2ccccc2)C(=O)O1	-2	6
CC(NC(=O)CSc1nnnn1-c1ccccc1)c1ccccc1 (stereo not given)	-6	-3
CCOCCCN1CC(C(=O)NCc2cccnc2)CC1=O (stereo not given)	-8	-3
C[C@@H](NS(=O)(=O)c1ccc(Br)cc1F)[C@H](O)c1ccccc1	-5	-6
O=C(NCCc1ccccc1)c1sc2cc([N+](=O)[O-])ccc2c1Cl	2	14
O=C(NCCc1nc(-c2cccc(C(F)(F)F)c2)no1)C1CC1	-2	-4

Entries from the list above with an aryl methoxy group (three):
Molecule	Pf apPOL block	mHTT-CaM PPI inh
COc1ccc(NC(=O)C2CCN(c3cc(C)cc(C)c3)C2=O)cc1OC (stereo not given)	-7	1
COc1ccc(NS(=O)(=O)c2cc(Br)cc3c2N(C(C)=O)CC3)cc1	-4	17
COc1ccc(Cl)cc1C1=N/C(=C/c2ccccc2)C(=O)O1	-2	6

Remaining list, next part.
Molecule	Pf apPOL block	mHTT-CaM PPI inh
Cc1ccc(C=Nc2ccccc2Sc2c(C)n[nH]c2C)cc1	2	1
N#CC(=C1SCCCCS1)S(=O)(=O)c1ccccc1	-10	.
CCOC(=O)c1cnn(C)c1NC(=O)c1ccc(Cl)cc1Cl	-6	.
N#C/C(=C\c1ccc(N2CCOCC2)cc1)c1ccc([N+](=O)[O-])cc1	-4	11
CCN(CC)C(=O)Cn1cccc1-c1nc(-c2ccc(C)cc2)cs1	1	5
CCCc1sc(-n2c(C)ccc2C)c(C#N)c1C	.	10
CCCCNC(=O)C1=C(C)C(=O)OC12CCCCCC2	0	1
O=C1CC2(CCN(C(=O)C3CCCCC3)CC2)Oc2ccccc21	-13	4
CC(C)(C)[C@H]1CCC(=O)N([C@H](CC#N)Cc2ccccc2)CC1	1	0
O=C(NCCCn1ccnc1)c1nn2c(c1Cl)NC(c1ccccc1)CC2C(F)(F)F (stereo not given)	4	18
COc1ccc(OC)c(C=C2Oc3cc(OS(C)(=O)=O)ccc3C2=O)c1	-13	-8
Cc1cccc(N2COc3ccc(Cl)cc3C2)c1C	0	96*
CCOc1ccc(C(C)=O)cc1N1C(=O)C2C3C=CC(O3)C2C1=O (stereo not given)	-8	-2
CC(C)n1c(=O)c(-c2ccc(C(=O)NC3CCCCC3)cc2)nc2cccnc21	-5	0
CC(=O)NCCc1csc(C2CCCN(C(=O)C3CCCCC3)C2)n1 (stereo not given)	-3	4
CCN(CC)c1ccc(C=Nc2nc3ccccc3n2C)cc1	-8	1

Single entries from above.
Entry of `Cc1cccc(N2COc3ccc(Cl)cc3C2)c1C` under mHTT-CaM PPI inh: 96*
Entry of `CCOc1ccc(C(C)=O)cc1N1C(=O)C2C3C=CC(O3)C2C1=O` (stereo not given) under Pf apPOL block: -8
Entry of `CC(C)n1c(=O)c(-c2ccc(C(=O)NC3CCCCC3)cc2)nc2cccnc21` under mHTT-CaM PPI inh: 0
Entry of `COc1ccc(OC)c(C=C2Oc3cc(OS(C)(=O)=O)ccc3C2=O)c1` under mHTT-CaM PPI inh: -8
Entry of `CC(=O)NCCc1csc(C2CCCN(C(=O)C3CCCCC3)C2)n1` (stereo not given) under mHTT-CaM PPI inh: 4

Continuation:
Molecule	Pf apPOL block	mHTT-CaM PPI inh
COc1ccc(CNC(=O)c2cc3c(s2)CN(C2CC2)C3)cc1OC	-1	14
CC(C)(C)C(=O)Nc1ccc(NC(=O)C(C)(C)C)c(Cl)c1	12	0
Cn1nc(-c2nc(-c3ccccc3)no2)c2c1CCN(C(=O)C1CCCC1)C2	-1	46
COc1cc(Cl)c(C)cc1NC(=O)Cc1ccccc1[N+](=O)[O-]	0	-3
O=C1N/C(=C\c2ccc(O)c(Cl)c2)C(=O)N1Cc1ccc(Cl)cc1	0	21
COc1ccc(C2=NOC(C(=O)Nc3cc(OC)c(OC)c(OC)c3)C2)cc1OC (stereo not given)	-6	8
N#C/C(=C\c1ccc(N2CCOCC2)c([N+](=O)[O-])c1)c1nc2ccccc2[nH]1	4	21
O=C(Nc1c(-c2ccccc2)nc2ccc(Cl)cn12)c1ccc(F)cc1	-3	-1
CC(=O)c1sc(-c2ccc(C(C)(C)C)cc2)cc1NC(=O)c1cc(Cl)cc(Cl)c1	-4	.
C=C(C)Cn1c(N2CCCC2)nc2c1c(=O)[nH]c(=O)n2C	-5	2
COc1ccc(C2=N/C(=C/c3cc(OC)c(OC)c(OC)c3)C(=O)O2)c(Br)c1	-4	5
O=C(NCCc1ccccc1)C(=O)NCC1CCN(Cc2ccccc2)CC1	-9	-4
O=C(NCC1CCCO1)c1ccn2c(-c3ccc(F)cc3)nnc2c1 (stereo not given)	0	0
COc1ccc(OC)c(S(=O)(=O)NCCC2CCN(C(=O)c3ccccc3)CC2)c1	1	63*
Cc1ccc2c(Cl)c(C(=O)NC3CC3)sc2c1	-5	0
O=C(Nc1c(-c2ccccc2)c2cc(Br)ccc2[nH]c1=O)c1ccccc1Cl	-13	12

Additional structures follow.
Fields – Pf apPOL block, mHTT-CaM PPI inh
O=C(Nc1ccc2c(c1)OCCO2)c1n[nH]nc1Nc1ccccc1Cl
 : -5, 0
Nc1c(C(=O)Nc2ccc(Br)cc2)sc2nc3c(cc12)C(=O)CCC3
 : -19, 4
COc1ccccc1C(=O)N1CCN(c2ccc([N+](=O)[O-])c(N3CCCCC3)c2)CC1
 : -8, 53*
CC(=O)Nc1cc(-c2nc3cc(C(C)C)ccc3o2)ccc1Cl
 : -1, -1
[N-]=[N+]=NC[C@H](Cc1ccccc1)N1CC[C@@H](O)CCC1=O
 : -4, -7
CSc1ccc(C2CC(=O)Nc3n[nH]c(-c4ccc(Cl)cc4)c32)cc1 (stereo not given)
 : -1, 8
Cc1ccc(S(=O)(=O)N(C)CC(=O)Nc2cccc([N+](=O)[O-])c2)cc1
 : -11, 7
Cc1ccc2[nH]cc(CCN3CC(C(=O)Nc4ccc(C(N)=O)cc4)CC3=O)c2c1 (stereo not given)
 : 1, 29
O=C(O)C1CC=CCC1c1ccc(Cl)cc1Cl (stereo not given)
 : -1, .
O=C(NC1CC1)c1ccc(N2CCC(NCc3ccc(Br)cc3)C2)nc1 (stereo not given)
 : 2, 12

Compound profiles, as listed above.
`Cc1ccc2[nH]cc(CCN3CC(C(=O)Nc4ccc(C(N)=O)cc4)CC3=O)c2c1` (stereo not given) across the screens: Pf apPOL block = 1; mHTT-CaM PPI inh = 29
`O=C(NCCc1ccccc1)C(=O)NCC1CCN(Cc2ccccc2)CC1` across the screens: Pf apPOL block = -9; mHTT-CaM PPI inh = -4
`COc1ccccc1C(=O)N1CCN(c2ccc([N+](=O)[O-])c(N3CCCCC3)c2)CC1` across the screens: Pf apPOL block = -8; mHTT-CaM PPI inh = 53*

The listing continues.
Fields – Pf apPOL block, mHTT-CaM PPI inh
CC(C)(C)NC(=O)CCNS(=O)(=O)c1ccc(Br)s1
 : 3, -6
Cc1ccc(C2=N/C(=C\c3ccco3)C(=O)O2)cc1[N+](=O)[O-]
 : -3, 1
COC(=O)c1sc2ncccc2c1O
 : -4, .
Cc1ccsc1CN1CCN(c2cnn3c(C)nnc3c2)CC1
 : 8, 9
COc1ccc(CNC(=O)C2CCc3sc(C(=O)N4CCOCC4)cc3C2)cc1OC (stereo not given)
 : -3, 5
COc1ccc(-n2nnnc2SCC(=O)Nc2ccc(-n3cnnn3)cc2)cc1
 : -1, -3
NC(=O)c1ccc2c(c1)-c1ccccc1C2=O
 : -10, 3
Cc1ccc(CN2CCN(C3CCN(C(=O)Nc4ccc(F)c(Cl)c4)CC3)C2=O)cc1
 : -2, 17
Cc1cc(C)c(NC(=O)COc2ccccc2[N+](=O)[O-])c(C)c1
 : -9, 2
CCn1cc(C(=O)N2CCN(c3ccccc3Cl)CC2)c(=O)c2ccc(C)nc21
 : -1, 2
Clc1cc(Cl)cc(N=c2ssnc2-c2ccccc2Cl)c1
 : -6, .
COc1cc(C(=O)Nc2ccc3c(c2)ncn3-c2ccccc2)cc(OC)c1OC
 : 1, 23
O=C(c1ccccn1)N1CCC(n2c(-c3ccsc3)nc3cccnc32)C1 (stereo not given)
 : -6, -4
CCCC(=O)Nc1cccc(NC(=O)c2ccc(OC(C)C)cc2)c1
 : -2, -2
COc1cccc2cc(C(=O)NCc3cccc(Cl)c3)c(=Nc3ccc(C(=O)O)cc3)oc12
 : -1, 4
O=C(Cc1cccs1)Nc1cccc(I)c1
 : -7, -24
CN1CCCc2cc(C(CNC(=O)C(=O)Nc3ccc4c(c3)OCCO4)N(C)C)ccc21 (stereo not given)
 : -10, 37
CCc1noc(-c2c(O)c3cc(F)ccc3n(C)c2=O)n1
 : -2, -5
Cn1nc(-c2nc(C3CC3)no2)c2c1CCN(C(=O)NC(C)(C)C)C2
 : -4, 2
COc1ccc(-n2nc(C(=O)NCC(=O)N3CCC(C)CC3)c3ccccc3c2=O)cc1Cl
 : -4, 13
CCOC(=O)c1cc(Br)ccc1O
 : -1, -10
CC1=C(C(=O)Nc2ccccc2F)C(c2ccccc2Cl)C2=C(CCCC2=O)N1 (stereo not given)
 : -4, 4
Nc1nonc1-n1nnc(C(=O)O)c1CSc1nc2ccccc2s1
 : -2, 1
Cc1ccc(N2C(=O)NS(=O)(=O)c3cccnc32)cc1
 : -2, 7
O=C1C2CCCCC2C(=O)N1c1ccc(NCc2cccc(F)c2)c([N+](=O)[O-])c1 (stereo not given)
 : -23, 3
Cc1ccc(-n2c(SCC(=O)Nc3cccc(F)c3)nc3c(c2=O)SCC3)cc1
 : 2, 13
O=S(=O)(c1cc(F)cc(F)c1)N1CCC2(C1)Nc1cccnc1NC2=NC1CCCC1 (stereo not given)
 : 1, 13
O=C(O)CN1C(=O)C2C3CC(C2C1=O)C1C3N=NN1c1ccc([N+](=O)[O-])cc1 (stereo not given)
 : -4, 7
O=C(CSc1nc2sc3c(c2c(=O)[nH]1)CCCC3)Nc1nccs1
 : -2, 0
Cc1ccc(C2C3=C(CCCC3=O)Nc3nc(SCC(C)C)[nH]c(=O)c32)cc1 (stereo not given)
 : -2, -2
CCCc1nc(C)c2c(n1)N(CCN1CCCC1)C(=O)CC2
 : -21, 15
O=C1C(=Cc2ccccc2)CCCC1=Cc1ccccc1
 : -2, .
NC(=O)c1sc2sc(C(N)=O)c(N)c2c1N
 : ., -2
CCc1nc2ccc(-c3noc(-c4ccoc4)n3)cc2n1CC
 : -2, 46
COc1cccc(/C=C(\C#N)c2nc3ccccc3s2)c1OC
 : 1, -2
Cc1ncc(NS(=O)(=O)c2ccc(NC(=O)Cc3ccccc3)cc2)c(C)n1
 : -4, 1
CCOc1cc(C)c(C(C)C)cc1S(=O)(=O)n1c([N+](=O)[O-])cnc1C
 : 0, -5
O=C1CSC(c2ccccc2[N+](=O)[O-])N1c1ccc(Br)cc1 (stereo not given)
 : -4, 28
O=C(NCCC1CCN(C(=O)NC2CCCCC2)CC1)NC1CCCCC1
 : -6, -11
COc1ccc(C2CC(=O)C3=C(C2)Nc2ccccc2NC3c2ccccc2C)cc1OC (stereo not given)
 : 4, 32

Another view of three compounds above:
> C=C(C)Cn1c(N2CCCC2)nc2c1c(=O)[nH]c(=O)n2C
  Pf apPOL block = -5	mHTT-CaM PPI inh = 2

> COc1ccc(C2=N/C(=C/c3cc(OC)c(OC)c(OC)c3)C(=O)O2)c(Br)c1
  Pf apPOL block = -4	mHTT-CaM PPI inh = 5

> O=C(NCCc1ccccc1)C(=O)NCC1CCN(Cc2ccccc2)CC1
  Pf apPOL block = -9	mHTT-CaM PPI inh = -4

(more compounds)
Fields – Pf apPOL block, mHTT-CaM PPI inh
O=C(CCC(=O)N1Cc2cccn2-c2ccccc21)N1CCN(c2ccccc2)CC1
 : -2, 28
O=C(CCC1CCCC1)Nc1c2c(nn1-c1cccc(Cl)c1)CS(=O)(=O)C2
 : -6, -4
CC(C(=O)NCc1ccc(Cl)cc1)N(c1ccccc1)S(C)(=O)=O (stereo not given)
 : -7, -4
CCCCC(=O)N1CCCN(C2CCN(Cc3ccccc3)C2=O)CC1 (stereo not given)
 : 3, 26
Cc1cc(Cl)ccc1NC(=O)C1CCN(c2nccc3sccc23)CC1
 : -2, 11
CC1CCC(N2CCN(C(=O)c3ccccc3)CC2)CC1 (stereo not given)
 : -4, 1
CC(C)(C)NC(=O)c1ccccc1N1CCC(NC(=O)c2ccccc2Cl)CC1
 : -6, 12
Cc1cc(Cl)ccc1N(CC(=O)Nc1cccc([N+](=O)[O-])c1)S(C)(=O)=O
 : -2, 16
Cc1cc2c(c(=O)o1)C1(C(=O)Nc3ccc(Br)cc31)C(C#N)=C(N)O2 (stereo not given)
 : 0, 6
CC(C)(C)c1cc(C(C)(C)C)n(-c2cc(Cl)ccc2Cl)n1
 : -8&-5, .
COc1cccc(CNC(=O)C2c3ccccc3CC(=O)N2C)c1 (stereo not given)
 : -2, 3
O=C(O)c1ncoc1-c1cccc(Cl)c1
 : -1, .
COc1ccc(NC(=O)c2c(N)c(C(=O)c3ccc(Cl)cc3)n3ccccc23)c(OC)c1
 : -7, 0
COCCC1CCN(C(=O)CN(C)C(=O)Cc2cccs2)CC1
 : 1, -5
CN1C(c2ccccc2)CC(=O)CC1c1ccccc1 (stereo not given)
 : -9, -6
NC(=O)c1nn(-c2cccc(Br)c2)c(=O)cc1O
 : -2, -4
Cc1cccc(N2CC(C(=O)NC3CCCCC3)CC2=O)c1 (stereo not given)
 : -5, 16
Cc1ccn2cc(C(=O)N3CCN(c4cccc(C)c4C)CC3)nc2c1
 : 0, 1
CCOC(=O)c1sc(NC(=O)c2cc(C)on2)nc1-c1ccccc1
 : -4, -16
CC1(C)Cc2c(C#N)c(N3CCN(C(=O)c4ccco4)CC3)nc(Cc3ccccc3)c2CO1
 : 3, 6
COc1ccc(-n2c3c(cc(C(=O)N4CCOCC4)c2=O)C(=O)CC(C)(C)C3)cc1
 : 1, -1
Cc1cccc(NC(=O)CSc2nnc(-c3ccccc3)n2-c2ccccc2)c1C
 : -10, 6
CCC(=O)NCc1nc2c(n1C)CN(C(=O)c1ccc(C(F)(F)F)cc1)CC2
 : 2, 16
CCC(CC)C(=O)Nc1c2c(nn1-c1ccccc1C)CSC2
 : -6, -3
